High-throughput results deposited in PubChem by several laboratories.
NPY-Y2 PAM-ag = potentiates or activates human NPY-Y2 receptor | activation, % at 3.6 µM | AID 1359 | actives 0.45% (n = 220,000) | cells expressing NPY-Y2, potentiator/agonist read-out; in the data active = activation above about 27%;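 also: cells stimulated with NPY near EC25 plus isoproterenol at EC100; 0% = vehicle plus submaximal agonist and 100% = vehicle plus saturating agonist; some results beyond the cut were filed as inactive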
CHOP inhibitor = CHOP inhibition in unfolded protein response; actives 3.8% (n = 220,000); CHO-K1 CHOP-promoter luciferase, tunicamycin-induced, 15-18 h; inhibition, % at 10 µM;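 active = compounds that reduced the stress-induced luciferase reporter signal by more than about 70% of percent inhibition, limit read from the data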;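 also: 0% = tunicamycin plus vehicle and 100% = wells without tunicamycin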
S1P4 antagonist = blocks the human S1P4 receptor; O95977; S1P4-expressing cells, antagonist mode, reporter read-out; inhibition, % at 4.98 µM; actives 0.26% (n = 220,000); in the data active = inhibition above about 29%;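 also: 0% = wells stimulated with agonist and 100% = vehicle wells without agonist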
Target sequence (O95977 whole entry, looked up): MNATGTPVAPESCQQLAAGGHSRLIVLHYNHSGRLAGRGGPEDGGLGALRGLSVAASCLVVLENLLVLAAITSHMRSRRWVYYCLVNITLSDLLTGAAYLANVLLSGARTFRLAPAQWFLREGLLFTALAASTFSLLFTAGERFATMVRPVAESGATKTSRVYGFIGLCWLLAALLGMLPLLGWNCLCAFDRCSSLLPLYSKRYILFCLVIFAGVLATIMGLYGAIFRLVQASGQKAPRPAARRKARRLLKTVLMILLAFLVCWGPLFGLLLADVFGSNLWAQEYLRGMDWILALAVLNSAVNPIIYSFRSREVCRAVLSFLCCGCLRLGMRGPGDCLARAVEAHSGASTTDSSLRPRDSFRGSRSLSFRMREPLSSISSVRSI
EP2 mod = EP2 receptor (human) modulation; P43116; EP2-expressing cells, cAMP HTRF FRET, PGE2 co-stimulation; induction, % at 25 µM; actives 0.83% (n = 260,000);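 active = compounds whose cAMP rise, as percent of the full-agonist control response, exceeds 60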;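 also: rat C6 glioma line stably carrying human EP2 under a CMV promoter; the protocol text gives 20 µM as final concentration; 100% = response of wells given 1 µM PGE2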
NPY Y1 blocker = antagonists of human neuropeptide Y receptor Y1 | actives 1% (n = 200,000) | P25929 | inhibition, % at 3.6 µM | AID 1040 | HEK293-CNG Y1 cells, membrane potential fluorescence; NPY at EC95, then isoproterenol;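 active = inhibition above the campaign mean inhibition of all tested compounds plus 3 SD, cut at about 20% in these data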;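 also: 0% = DMSO wells given NPY plus isoproterenol and 100% = isoproterenol alone without NPY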
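material = HEK293 cells with Y1 receptor plus CNG channel | also added = NPY 25 nM then isoproterenol 1 µM plus Ro 20-1724 25 µM | schedule = dye 3 h, compound 60 min room temperature, stimulation 45 min | measured by = membrane potential fluorescence | benchmarks = high control isoproterenol alone, low control NPY with isoproterenol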
NPY1 pot ag = potentiators or agonists of human neuropeptide Y receptor Y1; actives 0.37% (n = 220,000); activation, % at 3.6 µM; NPY-Y1 expressing cells, potentiator/agonist activation; in the data active = activation above about 33%, passing the limit was not always enough;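 also: cells stimulated with NPY at EC10 then isoproterenol at EC100; 0% = low agonist plus stimulus and 100% = saturating agonist plus stimulus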
TRPML3 ag = human mucolipin-3 channel agonism; Q8TDD5; HEK293 TRPML3-YFP, Fluo-8 calcium fluorescence; 100% = the carbachol control signal; activation, % at 3 µM; actives 0.29% (n = 220,000);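 active = activation above its plate's cutoff, the mean activation of the plate's test wells plus 3 SD, cut at about 12% in these data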;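 also: 0% = DMSO only wells and 100% = carbachol wells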
Target sequence (Q8TDD5 whole entry, looked up): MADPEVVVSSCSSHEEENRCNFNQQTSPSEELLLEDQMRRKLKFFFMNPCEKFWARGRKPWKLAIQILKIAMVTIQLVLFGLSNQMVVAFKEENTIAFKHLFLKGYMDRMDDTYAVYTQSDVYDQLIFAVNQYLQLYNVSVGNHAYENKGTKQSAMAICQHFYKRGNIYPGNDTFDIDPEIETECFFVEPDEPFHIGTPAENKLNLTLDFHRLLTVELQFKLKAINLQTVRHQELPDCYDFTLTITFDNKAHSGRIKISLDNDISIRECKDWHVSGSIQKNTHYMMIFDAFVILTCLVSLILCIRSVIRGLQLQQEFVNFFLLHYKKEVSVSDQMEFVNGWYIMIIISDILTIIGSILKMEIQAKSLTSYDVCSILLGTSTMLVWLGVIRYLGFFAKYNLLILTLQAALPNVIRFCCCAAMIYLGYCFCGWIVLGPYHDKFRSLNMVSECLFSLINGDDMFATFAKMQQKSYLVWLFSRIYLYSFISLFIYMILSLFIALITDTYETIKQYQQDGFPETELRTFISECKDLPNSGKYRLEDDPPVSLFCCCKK
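Material: TRPML3-YFP stable HEK293 cells | Dosing: One concentration, 3 µM nominal, 0.3% DMSO | Timing: 125 s total fluorescence read per well | Technique: Fluo-8 calcium dye fluorescence, ex 470-495, em 515-575 nm | Measure: Percent activation from peak-to-basal fluorescence ratio, scaled between DMSO and carbachol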
S1P4 ag = human S1P4 receptor agonism | O95977 | S1P4-expressing cell line, agonist reporter assay | activation, % at 4.98 µM | actives 0.35% (n = 220,000); in the data active = activation above about 11%;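 also: 0% = DMSO vehicle and 100% = reference agonist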
TRPN1 ag = agonists of zebrafish TRPN1 channel. actives 0.18% (n = 220,000). activation, % at 3 µM. AID 1424. HEK293 zebrafish TRPN1-YFP, Fluo-8 calcium fluorescence; 100% = response to 87 µM carbachol;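 active = activation above its plate's cutoff, the mean activation of test wells on that plate plus 3 SD, cut at about 19% in these data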;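 also: 0% = DMSO alone and 100% = 87 µM carbachol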
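Material: zebrafish TRPN1-YFP in HEK293 cells. Doses: one dose of 3 µM, 0.3% DMSO. Incubation: dye 1 h 37 °C plus 30 min RT. Measured by: intracellular calcium fluorescence with Fluo-8.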
Numbers without * were called inactive; . = not tested or not shown; & = joins results of further samples.

Start of the data: the first 4 entries, to show the layout:
SMILES	NPY-Y2 PAM-ag	CHOP inhibitor	S1P4 antagonist	EP2 mod	NPY Y1 blocker	NPY1 pot ag	TRPML3 ag	S1P4 ag	TRPN1 ag
COc1ccc(OC)c(NC(=O)c2ccc(CSc3ncccn3)cc2)c1	1	-5	-7	15	1	-14	-0.2	0.8	-2.5
CC1CC(NC(=O)CCn2c(=O)oc3ccccc32)CC(C)(C)C1 (stereo not given)	6	28	1	-5	7	0	-0.5	12*	-0.4
CC(C)(C)S(=O)(=O)c1ccsc1C(=O)O	9	14	-13	6	-6	21	0.5	0.1	-1.2
COc1ccccc1Nc1nnc(SCC(=O)N2CC(=O)Nc3ccccc32)s1	1	24	-21	11	2	-7	0.4	-2.1	1.2

The listing, from the first entry:
SMILES	NPY-Y2 PAM-ag	CHOP inhibitor	S1P4 antagonist	EP2 mod	NPY Y1 blocker	NPY1 pot ag	TRPML3 ag	S1P4 ag	TRPN1 ag
COc1ccc(OC)c(NC(=O)c2ccc(CSc3ncccn3)cc2)c1	1	-5	-7	15	1	-14	-0.2	0.8	-2.5
CC1CC(NC(=O)CCn2c(=O)oc3ccccc32)CC(C)(C)C1 (stereo not given)	6	28	1	-5	7	0	-0.5	12*	-0.4
CC(C)(C)S(=O)(=O)c1ccsc1C(=O)O	9	14	-13	6	-6	21	0.5	0.1	-1.2
COc1ccccc1Nc1nnc(SCC(=O)N2CC(=O)Nc3ccccc32)s1	1	24	-21	11	2	-7	0.4	-2.1	1.2
COc1cc(CC(=O)NCCc2ccc(S(N)(=O)=O)cc2)cc(OC)c1OC	-1	-1	-12	18	7	-2	0.6	-2.8	0.9
CC(C)C(C)NC(=O)COC(=O)c1cc(S(=O)(=O)N(C)C)ccc1N1CCCC1 (stereo not given)	6	-2	-15	-14	1	-10	0.1	1.1	-0.7
Cc1cccc(Cc2nnc(NC(=O)c3cccc(S(=O)(=O)N4CCOCC4)c3)s2)c1	6	11	-13	20	1	9	0.8	0.2	0.5
CC1(C)CC(NC(=O)C23CCC(C)(C(=O)C2=O)C3(C)C)CC(C)(C)N1 (stereo not given)	-1	7	7	11	-1	-4	0.7	-0.5	0.0
CCOC(=O)c1cc(-c2ccc(OC(F)F)cc2)nc2c1c(=O)[nH]c(=O)n2C	1	0	6	23	0	9	0.4	0.1	-2.0
O=C(Nc1c2c(nn1-c1ccccc1)CSC2)c1ccc(N2C(=O)CCC2=O)cc1	1	-9	-9	3	2	4	0.8	3.1	-0.4
CC(C)C(=O)Nc1cccc(NC(=O)c2cccnc2)c1	15	13	-15	-7	-4	-18	0.9	-1.0	-0.7
Fc1ccc(CN2CCN(C(=S)NCCc3ccccc3)CC2)c(Cl)c1	9	85*	12	-86	-5	9	0.9	1.2	-0.9
CN1OC(COC(=O)c2ccc(Cl)cc2Cl)CC1c1ccccc1 (stereo not given)	-2	60	-10	22	1	-14	0.1	0.5	-0.8
COC(=O)NCc1ccc(Cl)c(Cl)c1	3	10	-6	3	10	-1	0.7	-0.5	-0.1
O=C1CC(N2CCN(C3CC(=O)N(CCc4ccccc4)C3=O)CC2)C(=O)N1CCc1ccccc1 (stereo not given)	8	1	-4	0	-1	-14	0.5	1.4	0.7
Cc1cc(-c2ccccc2)[nH]c(=O)c1S(=O)(=O)c1ccccc1	-6	0	-3	7	-1	-27	-0.3	-1.3	-0.3
Cc1cc(C)c2c(C)[nH]nc2n1	-9	-9	8	23	.	12	0.9	0.8	0.3
Cc1cccc(Cc2c(C)nc3c(C(=O)NCc4ccco4)cnn3c2C)c1	-20	49	-3	38	11	6	-1.0	1.3	-1.8
CCOc1ccc(NC(=O)CN(C)c2ccc(S(=O)(=O)N(C(C)C)C(C)C)cn2)cc1OCC	8	5	17	22	10	-12	0.2	0.6	-0.9
CCOc1ncccc1C(=O)OCC(=O)c1cccc(Br)c1	4	27	-13	-5	0	6	-0.5	0.8	-2.5
COc1ccc(C(CC(=O)O)NC(=O)c2ccccc2[N+](=O)[O-])cc1 (stereo not given)	4	11	7	11	6	-7	0.5	1.0	0.4
CN(c1ccccc1C(=O)NCc1ccccn1)S(C)(=O)=O	3	14	-4	9	-4	-19	0.2	0.3	0.6
CCOc1ccccc1C(=O)NCC(=O)O	7	31	2	19	3	2	0.6	0.1	0.4
Cc1ccc(S(=O)(=O)N2CCN(C(=O)CSc3nc4ccccc4o3)C2)cc1	-2	8	10	-25	-1	5	0.9	-0.9	3.7
Cn1c(-c2ccc3c(c2)OCO3)cnc1NC(=O)CCC(=O)NCCc1ccccc1	-23	26	8	-14	-1	-23	0.0	-2.0	-0.1
COC(=O)c1cccc(-n2c(C)cc(C=O)c2C)c1C	3	1	-2	-1	5	-7	1.0	1.2	6.3
O=C1CC2(CCCCC2)Oc2ccc(OCC(=O)N3CCOCC3)cc21	-9	4	-15	17	3	0	1.2	1.6	0.9
Cc1ccc(Sc2nc3ccc(C)cn3c(=O)c2/C=N/O)cc1	6	45	8	23	-5	-8	0.8	-1.8	-1.1
CC(C)Cc1csc(NC(=O)c2ccc(Br)cc2)c1C(=O)O	-31	8	-6	-43	.	-32	1.0	1.6	0.6
CCOC(=O)Cc1csc(NC(=O)CSc2nnc(-c3ccncc3)o2)n1	-11	44	-21	16	4	15	0.9	1.0	2.9
Cc1cc(NC(=O)CCN2C(=O)C3C4CCC(C4)C3C2=O)cc(C)c1Br (stereo not given)	10	32	-21	-47	2	-6	2.8	1.4	6.9
COc1cc2c(cc1OC)CN(C(C)C(=O)N1CCc3ccccc31)CC2 (stereo not given)	-9	46	-5	-52	2	0	0.3	1.4	0.6
CCOC(=O)c1c(-c2ccccc2)csc1NC(=O)c1nn(CC)cc1Br	-8	67	-9	60	15	-32	0.7	0.9	-0.4
Cn1c(Cn2c(=O)sc3ccccc32)nnc1SCC(=O)N1CCN(c2ccccc2)CC1	4	15	-6	24	6	-3	-0.3	-0.1	0.5
NC(=O)c1ccc(N2CCN(c3ncc(C(F)(F)F)cc3Cl)CC2)cc1	0	10	-10	13	.	14	0.6	0.4	2.0
Cc1ccc(S(=O)(=O)N(C)CC(=O)O/N=C(\N)c2ccccn2)cc1	2	-6	-8	21	2	3	0.3	0.8	-0.2
CCOc1cc(NC(=O)C2CCCO2)c(OCC)cc1NC(C)=O (stereo not given)	-17	23	-17	29&1	2	-5	0.2	1.7	0.1
c1ccc(-n2ncc3c(N4CCC5(CC4)OCCO5)ncnc32)cc1	1	-10	5	-12	9	-8	0.9	-2.8	-0.4
CC1(CC(=O)N/N=C/c2ccc(-c3ccc(Cl)cc3)o2)OCCO1	-2	12	-16	-10	3	-4	-0.2	1.5	-0.2
CC(NC(=O)C1CCCN1C(=O)OCc1ccccc1)c1ccccc1 (stereo not given)	3	6	-12	25	-6	10	-0.4	2.5	-1.1
O=C(Nc1nc(-c2ccc(Cl)cc2Cl)cs1)C1CCCO1 (stereo not given)	-9	32	-22	-11	4	-11	0.1	-0.5	-1.8
C/C(=N/NC(N)=S)c1ccccc1[N+](=O)[O-]	-7	-5	3	8	-1	8	0.5	0.7	0.1
CCCCc1nn2c(N)c(/C=C3\C=Nc4ccccc43)c(=O)nc2s1	-12	49	-1	-17	4	-8	0.6	0.7	1.9
Cc1ccc(C(=O)Cn2nnc3ccccc32)cc1[N+](=O)[O-]	13	-10	-11	-4	.	23	0.4	0.8	0.1
CCC(=O)Nc1nc2cc(OC)ccc2s1	9	62	9	12	-3	3	0.0	-0.4	-0.7
NC(CCCCCP(=O)(c1ccccc1)c1ccccc1)C(=O)O (stereo not given)	9	5	-12	-5	.	17	1.4	2.0	0.0
Cc1cc2n(c(=O)c1C#N)CCCN2c1ccccc1	5	28	-2	13	-1	7	0.1	-1.9	0.1
Cc1cccc(CN2CCc3c(OCC(=O)NCc4ccco4)cccc3C2=O)c1	10	34	11	20	-1	-14	-0.2	-0.9	1.1
O=C(CSc1nc2ccccc2o1)c1ccccc1	-1	-1	3	18	-5	-17	-0.2	-0.1	-0.8
COc1cccc(Cl)c1NC(=O)N1CCN(c2ccnc3cc(Cl)ccc23)CC1	-3	22	25	35	.	-10	-0.2	0.1	-0.1
(cont.)
SMILES	NPY-Y2 PAM-ag	CHOP inhibitor	S1P4 antagonist	EP2 mod	NPY Y1 blocker	NPY1 pot ag	TRPML3 ag	S1P4 ag	TRPN1 ag
N#C/C(=C(/O)COC(=O)c1cccnc1Cl)c1nc2ccccc2[nH]1	-8	-13	-11	-78	1	-8	1.2	1.7	3.8
CCCSc1nc(O)c(C(c2ccc(OC)c(O)c2)c2c(O)nc(SCCC)n(C)c2=O)c(=O)n1C	0	21	9	-4	-4	-19	0.3	-0.4	0.0
CCSc1nc(C)nc2c1oc1ccccc12	7	98*	-34	54	2	1	1.3	-0.1	-0.8
CCOc1cc(NC(=S)NCCCN(C)C)c(OCC)cc1NC(=O)c1cccs1	-2	8	-7	-8	0	-22	0.8	-0.2	0.8
COc1cc2c(cc1OC)C(c1cccc([N+](=O)[O-])c1)N(C(=O)c1ccccc1C(=O)O)CC2 (stereo not given)	-7	-2	4	21	5	21	0.9	0.3	1.3
Cc1ccccc1/C=C/c1cc[n+](C)cc1	-3	-10	-6	9	-2	11	0.2	0.7	-0.1
O=C(NCc1ccccc1Cl)c1cnccn1	-11	27	-16	13	3	14	-0.1	-0.8	0.0
Cc1ccc(C)c(NC(=O)C(=O)NCc2ccccn2)c1	15	-13	2	7	-2	-10	0.1	0.7	0.2
Brc1ccc(-c2cnco2)cc1	-7	1	10	-10	13	-7	-0.7	-1.5	1.1
CCOC(=O)C1CCN(S(=O)(=O)c2cc(Cl)c(C)cc2OC)CC1	13	23	-30	9	1	20	1.2	1.4	0.1
CC1CCN(CCCNC(=O)c2ccc(CS(=O)(=O)Cc3ccccc3F)o2)CC1	-8	16	-8	3	2	-6	0.6	1.3	-1.2
Cc1cnc(N)c2c(=O)oc3ccccc3c12	-2	20	-10	-6	5	1	0.5	1.3	1.3
Cc1ccc(NC(=O)Cn2nc(C)c3ccccc3c2=O)cc1F	7	-15	-4	10	1	-1	0.1	-0.5	-1.2
COc1ccc(-n2cccc2/C=C2\C(=N)N3N=C(c4ccco4)SC3=NC2=O)cc1	0	102*	-3	-15	-6	14	0.0	-0.3	0.8
CCOc1cccc(CNc2ccc(O)cc2)c1OCc1ccccc1Cl	4	27	-21	84*	0	25	0.6	1.7	-2.8
C=CCn1cnc2c(c1=O)c1nc3ccccc3nc1n2/N=C/c1cc(OC)c(OC)c(OC)c1	5	31	-36	-5	-4	-12	0.5	0.1	1.3
COC(=O)c1sccc1N/C=C(\C#N)S(=O)(=O)C(C)(C)C	11	-1	-3	-12	.	-1	0.9	1.6	-0.9
CN=C(NC)SC1CC(=O)N(c2ccccc2)C1=O (stereo not given)	3	24	18	-4	-1	-16	0.1	-3.4	0.5
CCOC(=O)c1ccccc1NC(=O)c1ccc(NS(C)(=O)=O)cc1	4	80*	-13	28	6	11	-0.3	-1.4	-0.2

Not a hit list, and some 6.5% of all compounds hit somewhere here.
